TRPC6 act – mouse TRPC6 channel activators, primary screen, cell-based, HEK293, membrane potential dye; AID 2550, 2010; B-score at 10 µM; 0.13% of 310,000 active; HEK293-TRPC6 membrane potential dye fluorescence; active compounds read high;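 active = B-score of the integrated fluorescence ratio above library mean plus 3 SD, and starting fluorescence ratio within library mean plus 5 SD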;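 also: higher score means more depolarization so channel activation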
ANO1 activ – TMEM16A chloride channel activators or potentiators, primary screen, cell-based, HTS. Anoctamin-1 (Mus musculus), Q8BHY3. HEK293 TMEM16A/YFP-H148Q/I152L, iodide quench fluorescence; active compounds read low. B-score at 10 µM. 0.3% of 340,000 active. AID 623877, 2012;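 active = fluorescence-ratio B-score plate-corrected deviation score at least 3 library SD below zero, with starting fluorescence score within 5 deviations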;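 also: channel opened by trigger with iodide after compound preincubation; score built on the fluorescence ratio of max minus min over baseline; more negative score means more quench and so TMEM16A activation or potentiation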
MrgX1 PAM – positive allosteric modulators of MrgX1, primary screen, HEK293 cells, Fluo-4 calcium flux; 0.63% of 310,000 active; AID 588675, 2011; Mas-related G-protein coupled receptor member X1 (Homo sapiens), Q96LB2; B-score at 10 µM; FDSS; active compounds read high;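 active = plate-corrected calcium response at least 3 library SD above typical, normal starting fluorescence, not activating the receptor alone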;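 also: compound read alongside a low EC10 to EC30 dose of BAM8-22 agonist; peak minus trough fluorescence over baseline measured at the second addition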
Target sequence (Q96LB2 whole entry, looked up): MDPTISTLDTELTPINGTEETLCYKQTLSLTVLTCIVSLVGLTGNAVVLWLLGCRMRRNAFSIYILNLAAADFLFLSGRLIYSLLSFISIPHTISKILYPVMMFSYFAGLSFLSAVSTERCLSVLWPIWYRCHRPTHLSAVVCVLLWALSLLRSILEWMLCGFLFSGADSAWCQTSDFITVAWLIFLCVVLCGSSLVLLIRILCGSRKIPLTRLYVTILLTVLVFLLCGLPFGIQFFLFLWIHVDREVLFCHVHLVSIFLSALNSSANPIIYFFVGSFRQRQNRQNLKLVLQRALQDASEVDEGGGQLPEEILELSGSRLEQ
RGS4 inh – RGS4 inhibitors, primary screen, cell-based, HEK293 M3R inducible RGS4, calcium flux. Regulator of G-protein signaling 4 (Homo sapiens), P49798. Fluo-4 calcium flux; active compounds read high; triggered by carbachol at its EC20. B-score at 10 µM. 0.45% of 310,000 active;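 active = B-score, a plate-corrected calcium signal, over three deviations above library mean, with baseline fluorescence within five deviations of library mean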;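 also: RGS4 expression induced by doxycycline in cells with stable M3 receptor; B-score is computed from the integrated fluorescence ratio over baseline after carbachol; higher B-score means a larger calcium signal and so more RGS4 inhibition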
Target sequence (P49798 whole entry, looked up): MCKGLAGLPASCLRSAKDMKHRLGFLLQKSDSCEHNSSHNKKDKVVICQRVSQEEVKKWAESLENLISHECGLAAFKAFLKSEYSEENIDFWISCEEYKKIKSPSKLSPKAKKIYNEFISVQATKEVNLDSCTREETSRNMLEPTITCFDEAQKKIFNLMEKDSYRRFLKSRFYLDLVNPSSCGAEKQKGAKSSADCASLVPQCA
TMEM16A inh – TMEM16A chloride channel inhibitors, primary screen, cell-based, HTS | Anoctamin-1 (Mus musculus), Q8BHY3 | HEK293 TMEM16A/YFP iodide influx fluorescence, ionomycin | normalized B-score (activity score, 25-100; higher = stronger inhibition) at 10 µM | 1.2% of 310,000 active;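 active = ratio plate-corrected score three or more library SD toward inhibition, starting fluorescence score within five deviations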;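 also: score derived from kinetic fluorescence span divided by baseline fluorescence per well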
MrgX1 ag – agonists of human MrgX1 receptor, primary screen, HEK293 cells, Fluo-4 calcium flux; Fluo-4 calcium fluorescence, agonist mode; active compounds read high; B-score at 10 µM; Mas-related G-protein coupled receptor member X1 (Homo sapiens), Q96LB2; 0.44% of 310,000 active;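 active = calcium response B-score plate-corrected fluorescence ratio at least 3 library SD, with starting fluorescence B-score inside 5 SD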
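Material: HEK293 cells stably expressing human MrgX1 receptor | Quantity: 15,000 cells per well | Times: Cells plated overnight, dye loaded 0.5 h 37 °C, 0.5 h room temperature | Measured by: Kinetic Fluo-4 NW fluorescence of intracellular calcium | Control set: Positive and negative controls per plate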
SKKanGAS inh – S. pyogenes SKKanGAS growth inhibitors in kanamycin, primary screen, streptokinase expression inhibitor project, SKKanGAS strain, BacTiter-Glo luminescence. inhibition, % at 7.5 µM. 6 h. 1.3% of 300,000 active;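 active = mean replicate score, as percent of positive control median, at least 50; inconclusive = mean below 50 but one replicate at or above 50; inactive = mean and every replicate below 50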;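 also: strain carries kanamycin resistance gene driven by streptokinase promoter and grows in 40 µg/ml kanamycin; loss of luminescence reflects streptokinase promoter inhibition or plain growth inhibition; 0% = median of DMSO wells and 100% = positive control at its reference dose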
HDAC3 inhib – HDAC3 deacetylase inhibitors, primary screen, biochemical, fluorescence, cell-free homogeneous; 0.15% of 320,000 active; inhibition, % at 8.3 µM; recombinant HDAC3, fluorogenic peptide/trypsin coupled; Histone deacetylase 3 (Homo sapiens), O15379; in the data active = inhibition above about 26%, passing the limit was not always enough; inconclusive = no clear call, values can overlap the other calls
Target sequence (O15379 whole entry, looked up): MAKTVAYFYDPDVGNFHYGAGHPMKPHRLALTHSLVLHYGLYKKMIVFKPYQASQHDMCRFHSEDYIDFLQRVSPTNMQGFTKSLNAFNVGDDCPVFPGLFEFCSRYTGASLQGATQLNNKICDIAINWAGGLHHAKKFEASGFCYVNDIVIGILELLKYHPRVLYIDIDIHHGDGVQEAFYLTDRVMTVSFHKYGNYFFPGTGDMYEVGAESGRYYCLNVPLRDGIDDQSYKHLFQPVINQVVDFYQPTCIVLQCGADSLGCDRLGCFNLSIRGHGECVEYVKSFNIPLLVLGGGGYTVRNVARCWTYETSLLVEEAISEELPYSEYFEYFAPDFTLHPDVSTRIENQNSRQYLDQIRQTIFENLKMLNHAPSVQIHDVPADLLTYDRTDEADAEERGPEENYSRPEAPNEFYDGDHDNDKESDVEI
TRPC6 inhibitor – mouse TRPC6 channel inhibitors, primary screen, cell-based, HEK293, membrane potential dye | 1.1% of 310,000 active | Short transient receptor potential channel 6 (Mus musculus), Q61143 | B-score at 10 µM | ACh-evoked depolarization; active compounds read low;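 active = B-score under library mean minus 3 SD, initial fluorescence not abnormally high, positive integrated signal ratio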;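 also: B-score derived from integrated fluorescence ratio over the kinetic read; more negative B-score means stronger inhibition of depolarization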
MrgX1 antag – antagonists of human MrgX1 receptor, primary screen, HEK293 cells, Fluo-4 calcium flux. Mas-related G-protein coupled receptor member X1 (Homo sapiens), Q96LB2. 1.3% of 310,000 active. BAM8-22 antagonism; active compounds read low. B-score at 10 µM;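 active = calcium-response B-score plate-corrected more than 3 library SD below zero, starting fluorescence within 5 deviations, no agonist response on first addition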;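 also: peak minus trough fluorescence over baseline after final BAM8-22 challenge near maximal dose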
RGS4 act – RGS4 potentiators or activators, primary screen, cell-based, HEK293 M3R inducible RGS4, calcium flux | 0.92% of 310,000 active | carbachol calcium flux Fluo4; active compounds read low | B-score at 10 µM;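 active = B-score of the integrated calcium signal more than 4 SD below the library mean, with starting fluorescence not abnormally high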;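 also: negative B-score means reduced calcium response which marks RGS4 activation or potentiation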
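Reagent: ECmax carbachol challenge; Test system: M3R-expressing HEK293 line, RGS4 induced by doxycycline; Schedule: overnight RGS4 induction, 30 min dye load 37 °C, 20 min compound RT; Detection: calcium dye Fluo4 fluorescence; Read-out: Agonist-evoked peak-minus-minimum fluorescence over baseline, integrated ratio, B score.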
An asterisk follows results filed as active; i = inactive; ? = inconclusive; / = not tested or not shown.

SMILES | TRPC6 act | ANO1 activ | MrgX1 PAM | RGS4 inh | TMEM16A inh | MrgX1 ag | SKKanGAS inh | HDAC3 inhib | TRPC6 inhibitor | MrgX1 antag | RGS4 act
COc1ccc(-n2c(CNC(=O)c3cc(OC)c(OC)c(OC)c3)n[nH]c2=S)cc1 | i | i | i | i | i | i | -1.0 | 4.7 | i | i | i
COC(=O)/C(=N/Nc1ccccc1C)Sc1nnc(C(O)c2ccccc2)n1-c1ccccc1 (stereo not drawn) | i | i | i | i | i | i | 3.4 | ? | i | i | i
Cc1c(NC(=O)Nc2ccccc2Cl)c(=O)n(-c2ccccc2)n1C | i | i | i | i | i | i | -0.7 | -0.2 | i | i | i
CCCOc1ccc(C(CC(=O)O)NC(=O)Cc2ccccc2)cc1 (stereo not drawn) | i | i | i | i | i | i | -2.5 | -2.1 | i | i | i
Cc1cc(C(F)(F)F)n(-c2nc(C(=O)O)cs2)n1 | i | i | i | i | i | i | 6.2 | -2.3 | i | i | i
O=C1CN(C(=O)COc2ccc(Br)cc2F)c2ccccc2N1 | i | i | i | i | i | i | 4.5 | -3.6 | i | i | i
CCC(=O)c1ccc(OCC(=O)OCC(=O)NCCCc2ccccc2)cc1 | i | i | i | i | i | i | -20.8 | 5.2 | i | i | i
COc1cccc(C(=O)N2CCC(O)(c3cccnc3)CC2)c1 | i | i | i | i | i | i | -9.0 | 0.4 | i | i | i
Cc1ccc(NC(=O)CCc2nc3sc4c(c3c(=O)[nH]2)CCCC4)nc1 | i | i | i | i | i | i | 5.0 | -7.5 | i | i | i
Oc1ccc(-c2csc(-c3cccnc3)n2)c(O)c1 | i | i | i | i | i | i | -10.4 | 9.7 | i | i | i
COc1cc(C(=O)N(CCCO)Cc2cc3ccc(C)c(C)c3[nH]c2=O)cc(OC)c1OC | i | i | i | i | i | i | -8.0 | 0.9 | i | i | i
OC(CNCc1ccco1)Cn1c2ccc(Br)cc2c2cc(Br)ccc21 (stereo not drawn) | i | i | i | i | i | i | 51.7* | -1.3 | i | i | i
O=C(COc1ccc2ccccc2c1)NNC(=O)c1cccs1 | i | i | i | i | i | i | -5.6 | 4.6 | i | i | i
CCOC(=O)C1=C(C)NC(C)=C(C(=O)OCC)C1c1cc2ccc(C)cc2[nH]c1=O | i | i | i | i | i | i | 5.3 | -20.3 | i | i | i
Cc1cc(C)cc(C(=O)NCC(=O)OCc2cc([N+](=O)[O-])cc3c2OCOC3)c1 | i | i | i | i | i | i | 7.6 | -1.9 | i | i | i
Cn1cc(/C=C(\NC(=O)c2ccccc2Cl)C(=O)NCCN2CCOCC2)c2ccccc21 | i | i | i | i | i | i | -8.6 | 2.9 | i | i | i
O=C(CCn1nnc2ccccc21)Nc1nnc(COc2ccc(F)cc2)s1 | i | i | i | i | i | i | -2.8 | 6.5 | i | i | i
CC1CN(C(=O)C(C)N2C(=O)c3ccccc3C2=O)CC(C)O1 (stereo not drawn) | i | i | i | i | i | i | 2.7 | -11.7 | i | i | i
CN(C)CCNC(=O)CN1C(=O)CSc2ccc(S(=O)(=O)N3CCCCC3)cc21 | i | i | i | i | i | i | -2.3 | -4.4 | i | i | i
Cc1cccc(C)c1OCC(=O)Nc1ccccc1C(F)(F)F | i | i | i | i | i | i | -2.1 | 10.4 | i | i | i
Cc1nn(C(=O)CCCn2cc([N+](=O)[O-])cn2)c(C)c1Cl | i | i | i | i | i | i | -2.9 | 0.0 | i | i | i
Cc1ccc(-c2nc(Nc3cccc(O)c3)c3ccccc3n2)cc1 | i | i | i | i | i | i | 20.0 | -3.5 | i | i | i
O=C(c1ccco1)N1CCN(c2cccc(Cl)c2)CC1 | i | i | i | i | i | i | -3.0 | -7.0 | i | i | i
O=C(Cn1cnc2cc([N+](=O)[O-])ccc2c1=O)Nc1ccc2c(c1)OCO2 | i | i | i | i | i | i | -13.3 | -17.4 | i | i | i
COc1ccc(Cl)cc1NC(=O)CN(C)C(=O)C12CC3CC(CC(Cl)(C3)C1)C2 | i | i | i | i | i | i | 3.8 | 10.7 | i | i | i
O=C(NCCCN1CCCC1=O)c1cccnc1 | i | i | i | i | i | i | 1.3 | 1.1 | i | i | i
COc1ccc(C)cc1S(=O)(=O)NCc1cccs1 | i | i | i | i | i | i | -0.2 | 3.7 | i | i | i
N#Cc1cc(-c2ccccc2)cn(Cc2c(Cl)cccc2Cl)c1=O | i | i | i | i | i | i | -5.4 | 4.5 | i | i | i
COc1cc(/C=N/NC(=O)c2ccc([N+](=O)[O-])cc2Cl)cc(Br)c1O | i | i | i | i | i | i | 9.1 | -3.4 | i | i | i
CC(C)(C)NC(=O)CN(C(=O)CNC(=O)c1cccs1)c1ccccc1F | i | i | i | i | i | i | -1.6 | 3.7 | i | i | i
Cc1ccccc1-c1nn(-c2ccc(F)cc2F)cc1CNCC(C)O (stereo not drawn) | i | i | i | i | i | i | 4.0 | -4.2 | i | i | i
CN(C)CCNc1ccc(Cl)cc1[N+](=O)[O-] | i | i | i | i | i | i | -3.2 | 1.8 | i | i | i
O=C1C(Cc2c[nH]c3ccccc23)NC(=S)N1C1CCCCC1 (stereo not drawn) | i | i | i | i | i | i | / | -3.1 | i | i | i
Cc1cc(C)n(/N=C/c2c[nH]c3ccccc23)c(=O)c1C#N | i | i | i | i | i | i | 2.2 | 0.2 | i | i | i
O=S(=O)(c1ccccc1F)N1CCN(C(=S)NCc2ccccc2)CC1 | i | i | i | i | i | i | -0.4 | -2.0 | i | i | i
COc1ccc(C(=O)N(CN2CCCC2=O)c2ccc(C)cc2)cc1 | i | i | i | i | i | i | -2.9 | -0.4 | i | i | i
CC[C@H](C)Cc1cn([C@@H](CCCCNC(=O)OC(C)(C)C)C(=O)NCCCCCCCCCCC(=O)N2CCN(C(=O)OC(C)(C)C)CC2)nn1 | / | i | i | / | i | i | / | -3.3 | / | -7.07* | /
Cc1ccc(S(=O)(=O)NCc2ccccc2)cc1C(=O)NCc1ccccn1 | i | i | i | i | i | i | -1.6 | -1.2 | i | i | i
O=C(c1ccc(CSc2ccccc2)cc1)N1CCCCCC1 | i | i | i | i | i | i | -2.1 | -1.8 | i | i | i
O=C(NCc1ccccn1)C(=O)NN=C1CCCCCCC1 | i | i | i | i | i | i | 1.0 | -0.9 | i | i | i
C/C(Cl)=C/CN1C(=O)C2C3C=CC(C3)C2C1=O (stereo not drawn) | i | i | i | i | i | i | 7.4 | 1.5 | i | i | i
C=CCNc1c2c(nc3nnnn13)CCCC2 | i | i | i | i | i | i | 0.2 | / | i | i | i
CC1CCCN(C(=O)c2ccc(-c3ccccc3Cl)o2)C1 (stereo not drawn) | i | i | i | i | i | i | 12.1 | 3.7 | -5.09* | i | i
O=C(CSc1nnc(CNC(=O)c2ccc(F)cc2)o1)Nc1nccs1 | i | i | i | i | i | i | -4.9 | 0.0 | i | i | i
Cn1cccc1C(=O)C(=O)Nc1cc(Cl)cc(Cl)c1 | i | i | i | i | i | i | 11.4 | -4.2 | i | i | i
CCCOc1cccc(C(=O)NCCNC(=O)c2ccco2)c1 | i | i | i | i | i | i | -2.4 | -4.1 | i | i | i
CCOC(=O)N1CCC(Nc2c(OCC)c(=O)c2=O)CC1 | i | i | i | i | i | i | 2.8 | -11.3 | i | i | i
CCc1nc(-c2ccc(-c3ccc(OC)cc3)nc2OC)no1 | i | i | i | i | i | i | 24.4 | -128.5 | i | i | i
Cc1ccc(C)c(Cn2c(O)c(N=NC(=S)Nc3ccccc3F)c3ccccc32)c1 | i | i | i | i | i | i | 35.1 | -0.4 | i | i | i
Cc1ccccc1-c1nc(CS(=O)(=O)CC(=O)NCCCN2CCCC2=O)c(C)o1 | i | i | i | i | i | i | -4.4 | 6.1 | i | i | i
Cc1ccc(COc2cccc(/C=N/NC(=O)c3nnn(-c4nonc4N)c3C)c2)cc1 | i | i | i | i | i | i | 5.6 | 1.8 | i | i | i
O=C(O)c1ccc(C(=O)c2ccc3c(c2)C(=O)N(CCO)C3=O)cc1 | i | i | i | i | i | i | 0.6 | 4.0 | i | i | i
COc1ccc(NC(=S)Nc2cccc(Cl)c2Cl)cc1OC | i | i | i | i | i | i | 4.3 | -1.2 | i | i | i
CCC(=O)Nc1ccc2c(c1)nc(CCN1CCN(c3ccccc3)CC1)n2C | i | i | i | i | i | i | -4.6 | -5.4 | i | i | i
CCN(C(=O)COC(=O)c1cc(-c2ccc(C)o2)nc2ccccc12)C1CCS(=O)(=O)C1 (stereo not drawn) | i | i | i | i | i | i | -0.6 | 1.7 | i | i | i
c1ccc2c(c1)OCC(CNc1ncnc3nc[nH]c13)O2 (stereo not drawn) | i | i | i | i | i | i | 0.4 | 3.3 | i | i | i
Nc1ccc(S(=O)(=O)Nc2nccc(/C=C/c3ccccc3F)n2)cc1 | i | i | i | i | i | i | -18.0 | -1.8 | i | i | i
CCC(=O)N1CCc2cc(S(=O)(=O)CCC(=O)NCCc3ccc(S(N)(=O)=O)cc3)ccc21 | i | i | i | i | i | i | -5.3 | -0.7 | i | i | i
O=C(Cc1ccccc1[N+](=O)[O-])OCC(=O)N1CCN(c2ccccc2)CC1 | i | i | i | i | i | i | 3.0 | -5.9 | i | i | i
CCNC(=S)N/N=C(\C)c1ccco1 | i | i | i | i | i | i | -1.2 | -1.5 | i | i | i
COc1ccc(-n2nc(C(=O)NCC(=O)NCC3CCCO3)c3ccccc3c2=O)cc1 (stereo not drawn) | i | i | i | i | i | i | 0.2 | 6.0 | i | i | i
Cc1[nH][nH]c(=O)c1C(c1ccc(-c2ccc(Cl)cc2)o1)c1c(C)[nH][nH]c1=O | i | i | i | i | i | 46.3* | 2.4 | 2.0 | i | i | i
